MC4R antag cAMP = blocks human MC4R cAMP signaling. P32245. MC4R-expressing cells, MTII-stimulated cAMP, LANCE TR-FRET. inhibition, % at 6.5 µM. 0.48% of 360,000 active;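 active = inhibition above its plate's cutoff, the mean of tested wells on that plate plus 3 SD, cut at about 29% in these data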;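 also: 0% = Melanotan II alone and 100% = Melanotan II plus saturating MCL0020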
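Assay system: human MC4R-expressing U2OS cells; reagent: Melanotan II stimulation of cells; dosing: 6.5 µM single dose; timing: compound 30 min, challenge 1 h, detection 1 h; signal: TR-FRET cAMP assay; replicates: one well per compound, no replicates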
ABHD5 PLIN5 PPI = inhibitors of human ABHD5-perilipin-5 interaction; Split G. princeps luciferase complementation, luminescence, 4 h; inhibition, % at 4 µM; 0.78% of 360,000 active; AID 602281; Q00G26+Q8WTS1;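 active = inhibition above the mean inhibition across every tested compound plus 3 SD, cut at about 22% in these data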;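 also: 0% = DMSO only wells and the 100% control is not disclosed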
Target sequence (Q00G26 whole entry, looked up): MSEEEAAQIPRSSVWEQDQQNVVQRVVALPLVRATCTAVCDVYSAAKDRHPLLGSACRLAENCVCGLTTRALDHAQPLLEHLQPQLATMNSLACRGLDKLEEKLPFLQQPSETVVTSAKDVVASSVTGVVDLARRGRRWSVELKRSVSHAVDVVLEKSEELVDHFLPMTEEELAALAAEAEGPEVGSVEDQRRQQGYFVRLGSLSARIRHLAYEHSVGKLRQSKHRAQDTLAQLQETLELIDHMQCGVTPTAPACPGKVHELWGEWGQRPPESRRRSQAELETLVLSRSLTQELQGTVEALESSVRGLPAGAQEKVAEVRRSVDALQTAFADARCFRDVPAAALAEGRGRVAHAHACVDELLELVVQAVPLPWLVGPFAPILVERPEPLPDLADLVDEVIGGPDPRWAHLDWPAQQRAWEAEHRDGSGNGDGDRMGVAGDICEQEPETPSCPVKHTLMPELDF
Target sequence (Q8WTS1 whole entry, looked up): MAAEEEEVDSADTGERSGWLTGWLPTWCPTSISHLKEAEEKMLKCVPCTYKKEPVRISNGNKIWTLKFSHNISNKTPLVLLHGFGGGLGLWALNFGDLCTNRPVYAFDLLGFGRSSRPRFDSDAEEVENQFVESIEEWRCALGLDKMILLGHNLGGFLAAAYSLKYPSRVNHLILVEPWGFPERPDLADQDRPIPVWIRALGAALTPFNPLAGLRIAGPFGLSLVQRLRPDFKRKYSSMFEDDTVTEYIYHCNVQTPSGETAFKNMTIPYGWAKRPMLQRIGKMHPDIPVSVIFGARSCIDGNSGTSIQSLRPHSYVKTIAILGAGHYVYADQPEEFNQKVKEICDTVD
CaV13 FRET inh = Disruptors of the CACNA1D IQ motif to Ca2+-dependent inactivation inhibitor domain association, primary screening, Förster resonance energy transfer in intact living …. 0.098% of 340,000 active. inhibition, % at 12.3 µM. HEK cells, CFP/YFP FRET ICDI-IQ, plate reader, 10 min; percent FRET-ratio fall versus neutral wells;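 active = mean replicate inhibition of at least 30% and at least 1% of replicates passing that level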;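 also: 0% = median of the neutral control wells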
m5-HT2A agonist = mouse HTR2A agonism via beta-arrestin recruitment | P35363 | CHO-K1 mHTR2A beta-arrestin complementation, luminescence; percent of 30 µM serotonin response | activation, % at 7.6 µM | 0.66% of 360,000 active;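 active = activation above a run cutoff, the mean activation of all tested compounds plus 3 SD, cut at about 14% in these data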;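 also: 0% = plate median of compound wells and 100% = 30 µM serotonin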
ABCB6 inh 2 = blocks the human ABCB6 transporter; Q9NP58; K562-ABCB6 porphyrin accumulation, flow cytometry, 1 h; active compounds read low; fluorescence ratio to DMSO, % at 10 µM; 0.19% of 360,000 active; AID 602162;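 active = fluorescence ratio to DMSO below 75%, the collection mean minus 3 SD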;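 also: signal is porphyrin accumulated inside mitochondria; 100% equals median channel fluorescence of DMSO control wells; lower ratio means ABCB6 inhibition with less porphyrin fluorescence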
H9c2 protect = protects H9c2 cardiomyocytes from peroxide injury; AID 588492; 0.63% of 360,000 active; protection from H2O2 cell death, % at 20 µM; H2O2 injury protection, ATPLite, 2 h;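 active = compounds giving at least 50% protection of heart cells from peroxide-induced death in the single-dose screen, raw or plate-pattern-corrected value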;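 also: 0% = DMSO wells with peroxide and 100% = DMSO wells without peroxide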
PDI inh = inhibitors of human protein disulfide isomerase. P07237. inhibition, % at 10 µM. 0.052% of 350,000 active. PDI insulin aggregation turbidity, A650, 90 min;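 active = mean inhibition across replicates of 30% or more, whatever share of single replicates reach that level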;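 also: absorbance from insulin aggregation driven by PDI reduction with DTT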
Granule exo inh = lytic granule exocytosis inhibition; TALL-104 LAMP-1 surface exposure, flow cytometry; cells stimulated with thapsigargin and PMA; 0.66% of 360,000 active; inhibition, % at 10 µM;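 active = inhibition above about 55%, limit read from the data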
MC4R barr agon = agonists of human melanocortin 4 receptor (MC4R) beta-arrestin | 0.98% of 360,000 active | U2OS MC4R beta-arrestin complementation, luminescence; percent of melanotan II response, DMSO zero | P32245 | activation, % at 8.9 µM;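 active = activation above a per-plate cutoff, the mean activation of sample wells on that plate plus 3 SD, cut at about 8% in these data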
N-glyco inh = N-linked glycosylation inhibition; D54 ERlucT glycosylation luciferase reporter, 24 h; percent of 100 nM tunicamycin response; reporter increase, % at 12.5 µM; 0.23% of 360,000 active;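 active = mean luciferase reporter signal, scaled so untreated is 0 and the glycosylation-blocking control 100, at or above a set limit in every replicate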;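 also: luciferase carries N-glycosylation sites so blocking glycosylation raises the light; 0% = median of neutral control wells and 100% = median of 100 nM tunicamycin wells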
Active calls of the source: *; i = inactive; x = not tested or not shown.

Labels used below: A = MC4R antag cAMP; B = ABHD5 PLIN5 PPI; C = CaV13 FRET inh; D = m5-HT2A agonist; E = ABCB6 inh 2; F = H9c2 protect; G = PDI inh; H = Granule exo inh; I = MC4R barr agon; J = N-glyco inh
CCOC(=O)c1sc(Nc2ccccc2)nc1C
  A: 3; B: -10; C: -1; D: -1; E: 94; F: -16; G: -6; H: -2; I: 1.8; J: -2
COc1cc2c(cc1OC)C(c1cccc(Br)c1)NC(=O)C2 (stereo unspecified)
  A: 4; B: 12; C: -4; D: -2; E: 97; F: 1; G: 22; H: -8; I: 0.9; J: 6
C=CCn1c(CCNC(=O)C(C)(C)C)nc2ccccc21
  A: 5; B: -2; C: -5; D: 1; E: 94; F: 4; G: -4; H: 0; I: -1.8; J: -1
COc1ccc(C(=O)/C=C/C(=O)N(Cc2ccc(F)cc2)C(C(=O)NC2CCCCC2)c2ccncc2)c(O)c1 (stereo unspecified)
  A: 17; B: 0; C: x; D: 4; E: 100; F: 11; G: 4; H: 0; I: -1.1; J: 0
O=C(CCNS(=O)(=O)c1ccc2c(c1)CCC(=O)N2)NCc1ccc2c(c1)OCO2
  A: 13; B: 0; C: -3; D: 6; E: 104; F: -3; G: 4; H: 12; I: 1.1; J: 1
Cc1ccc(C(C)(C)NC(=O)C2CCC(=O)N(Cc3ccccc3F)C2)cc1 (stereo unspecified)
  A: 3; B: 3; C: -6; D: 1; E: 96; F: -2; G: 6; H: 0; I: -1.2; J: 3
O=c1c2ccccc2nc2n1CCCN2
  A: 12; B: 5; C: -4; D: 3; E: 103; F: 5; G: 4; H: -3; I: 3.1; J: 2
COc1cc(C(=O)OCC(=O)N2CCN(S(=O)(=O)c3ccc(C)cc3C)CC2)c([N+](=O)[O-])cc1OC
  A: 19; B: -4; C: -2; D: 7; E: 95; F: -5; G: 3; H: -3; I: 1.1; J: 2
COc1cc(CNCc2ccc(OC)cc2OC)cc(OC)c1
  A: 6; B: -12; C: -6; D: -6; E: 99; F: -6; G: -4; H: 10; I: 2.0; J: -2
O=C(CCCC(=O)NN=Cc1ccccc1Cl)NN=Cc1ccccc1Cl
  A: 8; B: 7; C: -12; D: -4; E: 99; F: 14; G: 2; H: -12; I: -0.1; J: 2
CCCCn1nnc(NC(=O)c2ccc(-c3ccccc3[N+](=O)[O-])o2)n1
  A: 3; B: 4; C: -7; D: -5; E: 93; F: -9; G: 1; H: 2; I: -2.4; J: 3
O=C(COc1cc(Cl)c(Cl)cc1Cl)NCCN1CCOCC1
  A: -3; B: 5; C: x; D: -7; E: i; F: 3; G: 7; H: -2; I: -0.4; J: 0
COCCNC(=O)c1ccc(Cl)c(S(=O)(=O)Nc2cccc(C)c2C)c1
  A: -2; B: -6; C: x; D: 6; E: 100; F: -1; G: -2; H: -7; I: -2.7; J: -1
CC(C)Sc1nc2c(cnn2-c2ccc(F)cc2)c(=O)[nH]1
  A: 4; B: 6; C: -8; D: -8; E: 98; F: 2; G: 6; H: -2; I: -1.0; J: 3
COc1cccc(C(C)(O)c2nc(-c3csc4ccccc34)cs2)c1 (stereo unspecified)
  A: 7; B: -10; C: -5; D: -7; E: 99; F: -22; G: 5; H: 5; I: -1.8; J: 1
OC1CCC(Nc2ccn3nc(-c4cccc(Cl)c4)cc3n2)CC1 (stereo unspecified)
  A: 17; B: 6; C: -4; D: -4; E: 95; F: 14; G: 14; H: -11; I: -2.6; J: -4
C[n+]1ccc(C(=O)N/N=C/c2ccco2)cc1
  A: -1; B: 2; C: -3; D: -3; E: 102; F: 4; G: -7; H: -4; I: -1.0; J: -5
O=C(Nc1ccccc1)Nc1cccc(Cl)c1Cl
  A: 13; B: -3; C: -5; D: -3; E: 93; F: -14; G: -2; H: 2; I: 6.3; J: -1
CCOC(=O)C1=C(C)N(C)C(=O)NC1c1cccc(O)c1 (stereo unspecified)
  A: 4; B: 0; C: -5; D: 0; E: 99; F: -15; G: 4; H: 4; I: 0.7; J: 2
CCOc1ccc(C(C)NC(=S)NCc2ccc(F)cc2)cc1 (stereo unspecified)
  A: 3; B: 1; C: x; D: 1; E: 95; F: -5; G: 1; H: 4; I: -2.1; J: -1
O=C(c1ccncc1)N1CCN(c2cccc(C(F)(F)F)c2)CC1
  A: 6; B: 0; C: -5; D: 9; E: 104; F: -5; G: -2; H: -2; I: -0.1; J: 0
CCCCNc1ccc(C(CC(N)=O)NC(=O)c2cc(C)cc(C)c2)cc1[N+](=O)[O-] (stereo unspecified)
  A: 11; B: 0; C: -11; D: 3; E: 99; F: 8; G: -6; H: 4; I: -1.4; J: 2
Cn1c(SCC(=O)Nc2cccc(S(=O)(=O)NC3=NCCCCC3)c2)nnc1-c1ccccc1
  A: 1; B: -2; C: -6; D: 1; E: 100; F: -2; G: 12; H: 0; I: -1.2; J: 0
O=C(C[C@@H]1C/C=C\C[C@@H](Cc2ccc(F)cc2)C(=O)OC[C@@H](Cc2c[nH]c3ccccc23)NC1=O)NCCO
  A: 5; B: 13; C: -9; D: 6; E: 94; F: 13; G: 5; H: 3; I: -0.4; J: -2
CC(C)(C)c1csc(NNC(=O)c2ccc(Cl)cc2)n1
  A: 19; B: -11; C: -20; D: 7; E: 98; F: 35; G: -5; H: 7; I: -0.7; J: 1
O=C1COc2ccc(S(=O)(=O)N3CCc4ccccc43)cc2N1
  A: -5; B: 8; C: 1; D: 3; E: 98; F: -4; G: -1; H: 2; I: -1.4; J: -4
CCCC(=O)NC(=S)Nc1ccc(NC(=O)C(C)C)c(OC)c1
  A: 1; B: 7; C: -3; D: 8; E: 98; F: 4; G: 16; H: -2; I: -0.5; J: 1
Cc1ccc(-c2nc(N3CCN(C)CC3)c3ccccc3n2)cc1
  A: -1; B: 14; C: 1; D: -11; E: 99; F: 10; G: 1; H: 20; I: 1.5; J: 5
CCOC(=O)c1cnc(SCc2cccc(C)c2)nc1N
  A: 6; B: 5; C: -4; D: 1; E: 95; F: -13; G: -6; H: 1; I: 0.7; J: -1
Cc1c(C(=O)OC(C)C)sc(NC(=O)c2cccnc2)c1C#N
  A: 1; B: -6; C: -4; D: -3; E: 104; F: -13; G: -2; H: -2; I: -0.9; J: -2
O=C(Cn1c(=O)[nH]c2ccccc2c1=O)N1CCN(c2cccc(Cl)c2)CC1
  A: -6; B: 6; C: -3; D: 1; E: 99; F: 3; G: -1; H: 1; I: -2.1; J: -1
O=C(O)C(C(=O)Oc1ccccc1)C(C(=O)O)C(=O)Oc1ccccc1 (stereo unspecified)
  A: -1; B: -1; C: -5; D: -1; E: 100; F: 12; G: -1; H: -2; I: -0.8; J: 1
CC(Sc1nnnn1C1CC1)C(=O)N1c2ccccc2NC(=O)C1(C)C (stereo unspecified)
  A: 11; B: -10; C: -6; D: -2; E: 97; F: 0; G: 11; H: 5; I: -0.9; J: 0
C=CC(=O)Nc1cccc(Oc2ccnc3[nH]ccc23)c1
  A: -12; B: 0; C: x; D: 1; E: 102; F: 6; G: 0; H: 6; I: -1.1; J: -8
O=C(c1ccc([N+](=O)[O-])s1)N1CCN(c2ccccn2)CC1
  A: -10; B: -2; C: -2; D: -1; E: 101; F: -5; G: -39; H: -2; I: -1.4; J: 7
O=C(Cc1ccc([N+](=O)[O-])cc1)Nc1ccc(Br)cn1
  A: 18; B: -2; C: -13; D: 6; E: 98; F: -4; G: -1; H: -8; I: 0.4; J: -2
Cc1cc(C(=O)Nc2ncn(Cc3ccc(F)cc3)n2)ccc1[N+](=O)[O-]
  A: 12; B: 8; C: -16; D: -2; E: 102; F: 1; G: -8; H: 1; I: 1.0; J: 2
CC(=O)C[C@@H](O)CC(=O)[C@@H]1OC(=O)CC/C=C\Cc2ccccc21
  A: 4; B: 1; C: -7; D: 8; E: 90; F: 2; G: -3; H: 9; I: 1.8; J: 1
C=CCNc1nc(C(=O)OCC(=O)NCc2ccccc2OC)cs1
  A: 1; B: 5; C: -5; D: -4; E: 98; F: 4; G: 14; H: -4; I: 1.5; J: 1
COCCN(CCNC(=O)c1ccc(NC2=NC3CS(=O)(=O)CC3S2)cc1)Cc1ccco1 (stereo unspecified)
  A: 7; B: 1; C: -6; D: -2; E: 99; F: 5; G: x; H: -2; I: -0.2; J: 1
CCSS(=O)(=O)c1cccc2cccnc12
  A: 2; B: -13; C: -5; D: -4; E: 99; F: 17; G: 0; H: 7; I: -1.9; J: 2
CCCC(=O)N1CCN(S(=O)(=O)c2cc(Cl)ccc2OC)CC1
  A: 16; B: 3; C: x; D: 0; E: 104; F: -6; G: 0; H: -2; I: 1.6; J: 2
COc1ccc(Br)cc1-c1noc(-c2ccccc2F)n1
  A: 6; B: 8; C: 0; D: -1; E: 100; F: -9; G: -2; H: 1; I: 0.8; J: 1
CCOCCCNC(=O)Cn1nc(Cc2ccncc2)c2ccccc2c1=O
  A: 4; B: 1; C: -17; D: 7; E: 100; F: -3; G: 17; H: -2; I: -2.9; J: 1
CCOC(=O)[C@H]1[C@H]2COc3ccc(Cl)cc3[C@@H]2N2C(=O)c3cc(Br)ccc3NC(=O)[C@@]12C
  A: -4; B: -5; C: -5; D: 5; E: 94; F: 37; G: 8; H: -12; I: -0.2; J: -4
COCCCNC(=O)C[C@@H]1C[C@@]2(C(=O)OC)CCCCC=C2N(Cc2ccccc2)C1=O
  A: x; B: 5; C: -9; D: 3; E: 102; F: x; G: x; H: -8; I: x; J: x
CCCCc1nc2sc3c(=O)n(N)cnc3c2c2c1CCC2
  A: 9; B: -3; C: -18; D: -2; E: 101; F: -6; G: 6; H: -15; I: -1.4; J: -1
CC(C)CN(C(=O)CSc1nc2ccccc2c(=O)[nH]1)c1c(N)n(CC(C)C)c(=O)[nH]c1=O
  A: 6; B: -1; C: -6; D: -3; E: 98; F: 11; G: -2; H: -6; I: 0.6; J: 2
O=C(COC(=O)c1ccc(-c2nnc(-c3ccccc3)o2)cc1)c1ccccc1
  A: 2; B: -3; C: -6; D: 2; E: 101; F: -10; G: 12; H: -3; I: -1.3; J: -8
Cc1ccc(S(=O)(=O)N2CCCC(C(=O)NC3CC3)C2)cc1 (stereo unspecified)
  A: 0; B: -6; C: -3; D: 0; E: 97; F: 18; G: 0; H: -15; I: -1.7; J: 2
C=CC[C@H](CC(=O)NCCO)C(=O)NC[C@@H](OC(=O)[C@H](CC=C)CC(=O)OC(C)(C)C)c1ccccc1
  A: 12; B: 9; C: -9; D: 2; E: 99; F: 3; G: 3; H: 6; I: -0.3; J: -1
Cc1cccc(N2CC(C(=O)Nc3ccc(S(=O)(=O)NCC4CCCO4)cc3)CC2=O)c1C (stereo unspecified)
  A: 3; B: -4; C: -7; D: 1; E: 97; F: -1; G: -4; H: -11; I: -0.2; J: 1

Results in m5-HT2A agonist, for four of the compounds above:
Molecule | m5-HT2A agonist
CCCC(=O)N1CCN(S(=O)(=O)c2cc(Cl)ccc2OC)CC1 | 0
COc1ccc(Br)cc1-c1noc(-c2ccccc2F)n1 | -1
CCOCCCNC(=O)Cn1nc(Cc2ccncc2)c2ccccc2c1=O | 7
CCOC(=O)[C@H]1[C@H]2COc3ccc(Cl)cc3[C@@H]2N2C(=O)c3cc(Br)ccc3NC(=O)[C@@]12C | 5

Screening results from PubChem.

Outcome played no part in choosing rows; 4.2% or so of the library scored in one or more.
